Compound activity: PubChem BioAssay, National Center for Advancing Translational Sciences (NCATS)
Menin-MLL TR inh – qHTS Assay for Inhibitors Targeting the Menin-MLL Interaction in MLL Related Leukemias: Competition With Texas Red Labeled MLL-derived Mutant Peptide. AID 1768, 2009. Potency, µM (titrated, usually from 61.6 µM), without a hit: top-dose FP activity change, negative = inhibition, most hits filed as inhibitors. O00255. actives 0.23% (n = 270,000). Menin + Texas Red MLL mutant peptide, fluorescence polarization; active means well fitted inhibition curve with a large enough effect in the polarisation, with a control signal flat, not every such curve was filed as active; inconclusive means small, poorly fitted or top-dose-only effect, or effect the other way, or a change in a side signal; inactive means no such curve, though single readings can be large or run the other way; the % refers to the polarisation; further: potency means the concentration at half of the fitted maximal effect; % of control where 0% means no effect; many of its hits are not listed in these tables
PKM2 act – qHTS Assay for Activators of Human Muscle isoform 2 Pyruvate Kinase; Potency, µM (highest dose often 57.5 µM), inactives show at the top dose activation, most hits filed as activators; purified PKM2, Kinase-Glo ATP luminescence, activation; response scale: 0% is enzyme alone, no compound; Pyruvate kinase PKM (Homo sapiens), P14618; actives 0.34% (n = 260,000); further: potency means the concentration at half of the fitted maximal effect; on the % scale 0 is the no-effect control and ±100 the full control effect; nearly all actives have a fitted effect of over 55% in size
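hPK-M2, >95% pure; 0.1 mM ADP / 0.5 mM PEP final; imidazole pH7.2 buffer w/ 7 mM MgCl2, 50 mM KCl; 1 h RT; Kinase-Glo lum. Intermediate enzyme activity for dual inhibitor/activator qHTS.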
TSHR antagonist – Antagonists of the Thyroid Stimulating Hormone Receptor: HTS campaign | Thyrotropin receptor (Homo sapiens), P16473 | TSHR-expressing cells, TSH-stimulated cAMP HTRF, 2 h; active compounds read low | activity change, negative = inhibition, % at 11.5 µM | actives 0.2% (n = 330,000);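 active means activity change below a set negative limit, meaning inhibition stronger than a set level, cut at about -70% in these data; inconclusive means activity change between two set negative limits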; further: on the % scale 0 is the no-effect control and ±100 the full control effect
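Freshly harvested TSHR cells receive pin-tooled compound, then EC80 TSH at 4nM final. After 2 hours at 37 deg C, antibody in lysis buffer and cAMP-d2 are added; 30 minutes at ambient temperature precede the HTRF read.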
S-ASM inh – Inhibitors of Secretory Acid Sphingomyelinase (S-ASM): qHTS. Potency, µM (series often up to 57.5 µM), without a hit: at the highest dose activity change, negative = inhibition, usual class: inhibitors. Sphingomyelin phosphodiesterase (Homo sapiens), P17405. actives 0.006% (n = 340,000). AID 504937, 2011. placental ASM, HMU-PC fluorogenic substrate, 60 min; further: potency means the concentration at half of the fitted maximal effect
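Human placenta-derived ASM enzyme was preincubated with compound for 10 minutes at room temperature, then given fluorogenic substrate HMU-PC0 (9 uM final) for 60 minutes at 37 °C; a pH 10 stop preceded fluorescence reading at Ex 386/Em 447 nm.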
Eya2 phos inh – qHTS Assay for Inhibitors of the Phosphatase Activity of Eya2; recombinant Eya2, OMFP fluorescence dephosphorylation (OMFP is methylfluorescein phosphate); Protein phosphatase EYA2 (Homo sapiens), O00167; Potency, µM (series often up to 76.9 µM), without a hit: at the top dose activity, negative = inhibition, hits mostly inhibitors; actives 0.006% (n = 330,000); further: potency means the concentration at half of the fitted maximal effect; on the % scale 0 is the no-effect control and ±100 the full control effect
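Eya2 (0.2 uM) preincubated 10 min at ambient with compound, then OMFP substrate added at 50 uM; 10 min reaction in 50 mM HEPES pH 7.5, 50 mM NaCl, 5 uM MgCl2, 0.05% BSA, 1 mM DTT. Fluorescence read at Ex 485/Em 525 nm.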
USP2a block – qHTS Assay for Inhibitors of Ubiquitin-specific Protease USP2a Using CHOP2 as the Reporter; USP2 core, Ub-CHOP2 coupled fluorogenic reporter, 485/531; Potency, µM (titrated, usually from 38.3 µM), for inactives: top-dose activity change, negative = inhibition, usual class: inhibitors; actives 0.01% (n = 330,000);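 further: potency means the concentration at half of the fitted maximal effect; plate controls were DMSO wells for no effect and full inhibition by NEM control for full effect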
Target sequence (O75604 whole entry, looked up): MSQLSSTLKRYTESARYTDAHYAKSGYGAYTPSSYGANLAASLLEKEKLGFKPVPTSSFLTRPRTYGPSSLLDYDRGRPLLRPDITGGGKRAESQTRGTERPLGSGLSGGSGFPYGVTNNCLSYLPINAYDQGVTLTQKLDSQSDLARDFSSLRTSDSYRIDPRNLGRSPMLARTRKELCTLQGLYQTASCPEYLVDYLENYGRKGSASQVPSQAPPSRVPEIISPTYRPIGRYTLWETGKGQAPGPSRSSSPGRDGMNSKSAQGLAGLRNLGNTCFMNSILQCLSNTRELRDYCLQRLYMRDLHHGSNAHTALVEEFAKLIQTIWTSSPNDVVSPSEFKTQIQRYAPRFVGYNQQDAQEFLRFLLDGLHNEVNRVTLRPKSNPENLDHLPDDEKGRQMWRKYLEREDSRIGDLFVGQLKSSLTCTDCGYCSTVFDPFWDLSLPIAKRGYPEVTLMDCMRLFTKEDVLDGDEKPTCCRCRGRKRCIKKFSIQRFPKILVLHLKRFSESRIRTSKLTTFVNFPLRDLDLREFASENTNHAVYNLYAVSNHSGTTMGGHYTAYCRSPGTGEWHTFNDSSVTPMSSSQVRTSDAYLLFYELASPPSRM
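USP2 core (10nM final) preincubated 30min RT with compound in 20mM Tris-HCl pH 8.0, 2mM CaCl2, 2mM beta-mercaptoethanol, 0.05% CHAPS; 25nM Ub-CHOP2 plus 25nM reporter substrate added, fluorescence (Ex485/Em531) read after 60min.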
BCR signal inh – qHTS Assay to Find Inhibitors of Chronic Active B-Cell Receptor Signaling. ABC-DLBCL IkBa-CBG/CBR reporter, luminescence ratio, 4 h. Potency, µM (doses to about 46.1 µM), without a hit: at the top dose ratio change, negative = lower green/red ratio, actives largely listed as inhibitors. actives 0.05% (n = 340,000). AID 493014, 2011; active means well fitted inhibition curve with a large enough effect in the signal ratio, with a control signal flat, not every such curve was filed as active; inconclusive means small, poorly fitted or top-dose-only effect, or effect the other way, or a change in a side signal; the % refers to the signal ratio;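 further: potency means the concentration at half of the fitted maximal effect; plate controls were basal doxycycline-induced cells for no effect and cells given 10 µM MG132 for full effect; MG132 reads +100%, hits lower the ratio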
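Concentration-response series (up to 46 uM) were applied to TMD8 dual-reporter cells for 4 h at 37C with doxycycline. Green/red ratio, after filter-overlap correction, defined %Activity; red signal alone was normalised to basal cells and zero luminescence.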
hERG WT inh – qHTS for Inhibitors of KCHN2 3.1: Wildtype qHTS | Voltage-gated inwardly rectifying potassium channel KCNH2 (Homo sapiens), Q12809 | U2OS, BacMam KCNH2, thallium flux FluxOr; active compounds read low | AID 720551, 2013 | activity change, % at 1.84 µM | actives 0.37% (n = 340,000);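 active means maximum activity change below -70%; inconclusive means maximum activity change between -70% and -50%; inactive means maximum activity change above -50%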; further: on the % scale 0 is the no-effect control and ±100 the full control effect
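U2OS cells were transduced with wild-type KCNH2 virus (2.03 x 10^8 / mL) for 4 h at room temperature, then cultured overnight at 37 C. Thallium flux was read with FluxOr dye. Rate constants were normalized to DMSO controls.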
GALK inhibitor – qHTS Assay for Inhibitors of Human Galactokinase (GALK); Purified GALK, Kinase-Glo residual ATP luminescence; P51570; Potency, µM (doses to about 57.5 µM), without a hit: top-dose activity change, negative = inhibition, hits mostly inhibitors; actives 0.007% (n = 270,000); AID 1868, 2009; further: potency means the concentration at half of the fitted maximal effect; on the % scale 0 is the no-effect control and ±100 the full control effect
Target sequence (P51570 whole entry, looked up): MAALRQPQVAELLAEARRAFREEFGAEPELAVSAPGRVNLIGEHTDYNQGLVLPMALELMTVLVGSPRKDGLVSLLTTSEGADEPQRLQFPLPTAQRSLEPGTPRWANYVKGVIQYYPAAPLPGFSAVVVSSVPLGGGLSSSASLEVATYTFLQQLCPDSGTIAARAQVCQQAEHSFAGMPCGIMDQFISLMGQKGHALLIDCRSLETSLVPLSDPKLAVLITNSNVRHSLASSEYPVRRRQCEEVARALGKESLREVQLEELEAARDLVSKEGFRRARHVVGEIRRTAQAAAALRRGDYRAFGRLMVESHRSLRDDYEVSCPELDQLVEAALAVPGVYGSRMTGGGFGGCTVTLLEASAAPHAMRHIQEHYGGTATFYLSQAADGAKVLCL
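Luminescence from leftover ATP (Ultra-Glo luciferase/luciferin) served as read-out after a 1 h room-temperature reaction of 5 nM GALK with 35 uM ATP and 100 uM galactose.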
MBNL1 CUG block – qHTS Assay for Inhibitors of MBNL1-poly(CUG) RNA binding; actives 0.036% (n = 280,000); Muscleblind-like protein 1 (Homo sapiens), Q9NR56; TR-FRET MBNL1-His/biotin-(CUG)12 binding, 665/545 ratio; Potency, µM (series often up to 57.5 µM), for inactives: top-dose activity change, negative = inhibition, most hits filed as inhibitors; active means well fitted inhibition curve with a large enough effect in the signal ratio, with a control signal flat, not every such curve was filed as active; inconclusive means small, poorly fitted or top-dose-only effect, or effect the other way, or a change in a side signal; inactive means no such curve, though single readings can be large or run the other way; the % refers to the signal ratio; further: potency means the concentration at half of the fitted maximal effect; on the % scale 0 is the no-effect control and ±100 the full control effect
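TR-FRET readout: Ex 340 nm, 665/545 nm emission ratio, normalized to buffer-only (basal) and MBNL1-(CUG)12 controls. Complex of MBNL1-His with Biotin-(CUG)12, compounds 92 nM–58 uM, incubated 60 min at room temperature.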
Mito fusion act – qHTS Assay for Small Molecule Inhibitors of Mitochondrial Division or Activators of Mitochondrial Fusion | S. cerevisiae fusion-defective mutant growth rescue, CellTiterGlo 48 h | actives 0.23% (n = 320,000) | Potency, µM (highest dose often 46.1 µM), for the others: top-dose growth rescue (activation), actives largely listed as activators | AID 485298, 2010;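 further: potency means the concentration at half of the fitted maximal effect; % of control where 0% means no effect; nearly all actives have a fitted effect of over 45% in size; temperature-sensitive fusion mutants such as fzo1-1 at 37 °C on non-fermentable ethanol glycerol medium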
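Temperature-sensitive fusion-defective S. cerevisiae (e.g. fzo1-1, mgm1-5) were grown with compound in YPEG medium (3% ethanol, 3% glycerol) for 48 hours at 37C. Growth rescue was measured as viability by CellTiterGlo luminescence after 10 minutes at ambient.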
* hit, by the source's call; u = inconclusive; x = not tested or not shown; [ ] = dose if it differs, or a comment. Unless noted, the call rests on the fitted dose curve; in most records, active means well fitted curve in the direction sought with a large enough effect; inconclusive means small, poorly fitted or top-dose-only effect, or another doubt; inactive means no such curve, though single readings can be large; an effect the other way counts as inactive or inconclusive. This is a subset (hit frequency here may not be typical).

SMILES	Menin-MLL TR inh	PKM2 act	TSHR antagonist	S-ASM inh	Eya2 phos inh	USP2a block	BCR signal inh	hERG WT inh	GALK inhibitor	MBNL1 CUG block	Mito fusion act
COc1cccc(C(=O)CC(=O)C(=O)Nc2cc(OC)c(OC)c(OC)c2)c1	-1%	x	5	x	-5%	1%	-1%	x	-2%	-1%	-6%
CCOc1ccc(CCNC(=O)CCOc2cc(C)ccc2C)cc1OCC	-18%	2%	-9	3%[11.5 µM]	-21%	-1%	-1%	0	14%	-3%	-1%
CCOC(=O)CSc1nc2ccccc2n1CC(=O)N1CCN(c2ccccc2)CC1	-2%	2%	-6	-1%	3%	-3%	2%	-20	1%	-13%	0%
Cc1csc(=O)n1CC(=O)OCC(=O)Nc1ccc(F)c(F)c1	x	x	2	-2%	-29%	-6%	u	15	x	x	4%
O=C(NCCCN1CCOCC1)c1ccc(CS(=O)(=O)Cc2ccccc2Cl)o1	-4%	-2%	24	-4%	9%	1%	2%	3	2%	3%	1%
COc1cccc(NC(=O)C(C)OC(=O)CCCNC(=O)c2ccc(Cl)cc2)c1 (stereo not drawn)	x	2%	35	2%	-3%	0%	-4%	1	9%	0%	6%
N#Cc1ccsc1NC(=O)CSc1nncs1	x	x	-4	2%	-17%	12%	u	-5	x	x	x
O=S(=O)(Nc1ccc(Cc2ccncc2)cc1)c1ccc(Br)s1	17%	8%	-10	2%	u	-1%	1%	1	-5%	-4%	7%
Cc1ccc2cccc(Oc3ncnc4sc(C)c(C)c34)c2n1	-1%	6%	-10	-1%	2%	4%	-1%	-1	3%	x	3%
COc1ccc(CNC(=O)C(=O)NCc2cccnc2)cc1	5%	-2%	1	9%	0%	3%	3%	-11	3%	-3%	4%
NC(=O)CC(NC(=O)Cc1ccc(Br)cc1)c1ccc(N2CCN(c3ccccn3)CC2)c([N+](=O)[O-])c1 (stereo not drawn)	-2%	0%	-7	2%	-9%	-1%	u	13	x	2%	0%
C[C@H](NC(=O)C1CCN(S(=O)(=O)c2ccccc2)CC1)C(=O)NCc1ccc(F)cc1	x	x	-11	-1%	-9%	1%	-1%	9	-2%	-3%	2%
C/C(=N\NC(=O)c1ccc(N(C)C)cc1)c1ccc(C)c(C)c1	7%	-2%	-6	2%	12%	5%	u	-7	1%	-10%	-2%
Cc1ccc(NC(=O)CCNC(=O)c2ccccc2)cc1F	-8%	x	8	1%	u	0%	1%	2	0%	-4%	-2%
Cc1cc(C(=O)CSc2nnc(CCC(N)=O)n2C)c(C)n1C1CC1	x	x	-6	3%	14%	2%	u	11	x	x	2%
CN(Cc1nccs1)C(=O)C1CCC(=O)N(CCc2ccc(Cl)cc2)C1 (stereo not drawn)	7%	x	-2	2%	6%	1%	-1%	-1	7%	-9%	-7%
O=C(CCn1c(=O)oc2ccccc21)NCCN1CCc2ccccc2C1	0%	9%	2	0%	1%	-1%	1%	5	-4%	5%	-6%
COc1ccc(C(=O)NC(=S)N(C)C2CCCCC2)cc1Br	17%	8%	-12	-4%	1%	-2%	0%	-11	-2%	8%	-9%
O=C(CCS(=O)(=O)c1cccs1)Nc1ccc(C(=O)NCc2ccccc2)cc1	11%	0%	-6	-4%	21%	-2%	-24%	9	0%	-2%	-1%
COCCCNC(=S)NNC(=O)c1cc(-c2cccnc2)nc2ccccc12	0%	-9%	-10	8%	-1%	0%	-1%	4	-1%	34%[activator]	0%
O=C(NCCc1ccc(Cl)cc1)c1cc(-c2ccccn2)nc2ccccc12	12%	x	-15	-2%	0%	4%	6%	-11	-1%	32%[activator]	-28%
Cc1ccc(-c2noc(CCC(=O)N3CCN(c4cc(C)ccc4C)CC3)n2)cc1	x	x	-9	-19%	6%	2%	5%	14	x	x	x
O=C1c2ccccc2C(=O)N1CSc1nnc(Nc2ccccc2)s1	u	2%	17	2%	-12%	0%	7%	-1	0%	-6%	5%
Cc1ccc(NS(=O)(=O)c2ccc3c(c2)CCC(=O)N3)cc1	x	x	12	-11%	26%	1%	0%	0	x	x	0%
Oc1ccccc1CN1CCN(C(O)(c2ccccc2)c2ccccc2)CC1	0%	2%	1	-8%	4%	3%	u	38	x	9%	-12%
Additional results:
SMILES	Menin-MLL TR inh	PKM2 act	TSHR antagonist	S-ASM inh	Eya2 phos inh	USP2a block	BCR signal inh	hERG WT inh	GALK inhibitor	MBNL1 CUG block	Mito fusion act
CC1=C(C(=O)OCCOc2ccccc2)C(c2ccc(C)o2)C2=C(CC(C)(C)CC2=O)N1 (stereo not drawn)	0%	-14%	-7	42%[activator]	-15%[15.4 µM]	-2%	1%	4	3%	12%	1%
COc1cccc(-c2nc(C(=O)NCCCN3CCOCC3)cc3c2[nH]c2ccccc23)c1	19%	-2%	-14	8%	10%	3%	u	6	x	-15%	0%
COc1ccccc1NC(=O)c1ccc(NS(=O)(=O)c2cccc3cccnc23)cc1	-5%	3%	23	-2%	2%	3%	-4%	-3	0%	-10%	-2%
Clc1ccc(CSc2ccc(-c3ccccn3)nn2)cc1	u	1%	-8	-2%	7%	1%	-2%	-8	13%	0%	3%
COc1ccc(NC(=O)Cc2c(SC)c3ccccc3n2Cc2ccccc2)cc1	13%	1%	-13	-2%	6%	4%	3%	-1	2%	-10%	16%
S=C(c1ccc(-c2ccc(Br)cc2)o1)N1CCOCC1	x	13µM*	-9	-14%	-22%	-4%	u	0	0%	19%	-3%
O=C(NNC(=O)c1cc(-c2ccc(Cl)c(Cl)c2)nc2ccccc12)Nc1ccccc1	u	-2%	-11	-16%	-4%	1%	-29%	26	x	-9%	-5%
CCOC(=O)C(C)Sc1nc2c(c(=O)[nH]c(=O)n2C)n1C/C=C(/C)Cl (stereo not drawn)	-19%	0%	-4	0%	-12%	-1%	14%	21	0%	-9%	2%
CN1CCN(NC(=S)NC2CCCCC2)CC1	-2%	-1%	-1	5%	7%	-2%	4%	-3	2%	-10%	-7%
COC(=O)CCCCNC(=O)Nc1ccccc1	-1%	0%	7	-1%	0%	0%	1%	-5	-2%	-2%	-4%
CC(c1ccccc1)C1CC(=O)N(c2cc(Cl)ccn2)C1=O (stereo not drawn)	x	3%	10	-2%	-2%	-1%	13%	0	4%	-3%	4%
CCOC(=O)N1CCN(C(=O)CSc2nnc(-c3c[nH]c4ccccc34)n2CCOC)CC1	2%	-2%	13	-1%	10%	2%	1%	-3	-1%	3%	1%
CCc1cccc(C)c1NC(=O)CSc1nc(C)c(C)o1	x	5%	2	2%	-10%	3%	-1%	-21	0%	5%	-3%
Cc1cc(C(C)(C)C)oc1C(=O)N(CC(=O)NC1CCCC1)Cc1ccccc1	-28%	-3%	12	-10%	18%	0%	-5%	0	0%	-1%	13%
NC(=O)Cn1nnc(-c2ccc(CN3CCCCC3)cc2)n1	-1%	-1%	2	4%	-11%	-2%	1%	-6	2%	-6%	-6%
O=C(NCCCN1CCCC1=O)c1cccc(S(=O)(=O)NCc2ccccc2)c1	x	x	3	-1%	1%	1%	-2%	-2	x	x	-1%
CN(CC(=O)Nc1ccc(Cl)c(C(F)(F)F)c1)C(=O)CCC(=O)c1ccccc1	x	x	-8	-4%	-19%	-5%	-4%	5	x	x	20%
COc1ccc(OC)c(N2CC(O)(c3cccs3)[N+]3=C2SCCC3)c1 (stereo not drawn)	-21%	-22%	5	7%	-6%	2%	u	-17	4%	-3%	4%
CCNc1ccc(Br)cc(C(=O)/C=C/c2ccc(Cl)cc2)c1=O	u	14%	-7	-8%	6%	1%	-17%	-2	x	-1%[11.5 µM]	13µM*
